FLuc modulator = inhibits or activates purified firefly luciferase, miR-21 counter-screen | 6.9% of 360,000 active | Potency, µM (doses to about 57.5 µM), for inactives: at the top dose activity change, negative = inhibition, usual class: inhibitors | purified FLuc, Km substrates, luminescence inhibition;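 further: potency means the concentration at half of the fitted maximal effect; plate controls were vehicle for no effect and reference inhibitor for full effect; nearly all actives have a fitted effect of over 55% in size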
Target sequence (P08659 whole entry, looked up): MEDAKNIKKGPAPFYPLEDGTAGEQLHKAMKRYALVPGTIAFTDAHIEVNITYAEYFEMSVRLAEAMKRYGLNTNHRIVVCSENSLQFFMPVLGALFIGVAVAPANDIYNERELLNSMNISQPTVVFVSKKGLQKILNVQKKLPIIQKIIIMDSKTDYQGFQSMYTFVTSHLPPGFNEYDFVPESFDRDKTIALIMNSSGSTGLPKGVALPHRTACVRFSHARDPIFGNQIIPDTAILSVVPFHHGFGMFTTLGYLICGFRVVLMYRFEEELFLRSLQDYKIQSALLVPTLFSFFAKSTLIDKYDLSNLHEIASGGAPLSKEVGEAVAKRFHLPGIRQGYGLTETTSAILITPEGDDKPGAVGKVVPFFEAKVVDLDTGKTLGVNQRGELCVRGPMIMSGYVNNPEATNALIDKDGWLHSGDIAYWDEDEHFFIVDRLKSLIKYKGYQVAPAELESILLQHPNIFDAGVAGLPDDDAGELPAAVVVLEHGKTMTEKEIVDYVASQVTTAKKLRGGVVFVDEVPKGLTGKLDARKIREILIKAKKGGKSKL
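Biochemical qHTS of compounds, final roughly 60 µM downward over six points, against 10 nM purified firefly luciferase using Km concentrations of substrates (10 uM D-luciferin, 10 uM ATP) in Tris acetate pH 7.5 buffer; luminescence output.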
Rab9 prom act = activators of Rab9 promoter | Huh7 Rab9 promoter-luciferase reporter, luminescence, 24 h | Potency, µM (titrated, usually from 9.22 µM), for the others: top-dose activation, negative = inhibition, actives largely listed as activators | 2.8% of 320,000 active; further: potency means the concentration at half of the fitted maximal effect; % of control where 0% means no effect; nearly all actives have a fitted effect of over 60% in size
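Using Huh7 cells stably transfected with Rab9 promoter–luciferase, compounds were incubated 24 h at 37 °C, 5% CO2; luciferase luminescence was read 10 min after reagent addition.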
Tb PFK inh = inhibitors of T. brucei phosphofructokinase | 0.17% of 330,000 active | AID 485367 | O15648 | T. brucei PFK, ADP-Glo luminescence | Potency, µM (titrated, usually from 57.5 µM), for the others: at the highest dose activity, negative = inhibition, actives largely listed as inhibitors;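 further: potency means the concentration at half of the fitted maximal effect; 0% = uninhibited 1x PFK enzyme wells and -100% = no-enzyme wells; nearly all actives have a fitted effect of over 60% in size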
Target sequence (O15648 whole entry, looked up): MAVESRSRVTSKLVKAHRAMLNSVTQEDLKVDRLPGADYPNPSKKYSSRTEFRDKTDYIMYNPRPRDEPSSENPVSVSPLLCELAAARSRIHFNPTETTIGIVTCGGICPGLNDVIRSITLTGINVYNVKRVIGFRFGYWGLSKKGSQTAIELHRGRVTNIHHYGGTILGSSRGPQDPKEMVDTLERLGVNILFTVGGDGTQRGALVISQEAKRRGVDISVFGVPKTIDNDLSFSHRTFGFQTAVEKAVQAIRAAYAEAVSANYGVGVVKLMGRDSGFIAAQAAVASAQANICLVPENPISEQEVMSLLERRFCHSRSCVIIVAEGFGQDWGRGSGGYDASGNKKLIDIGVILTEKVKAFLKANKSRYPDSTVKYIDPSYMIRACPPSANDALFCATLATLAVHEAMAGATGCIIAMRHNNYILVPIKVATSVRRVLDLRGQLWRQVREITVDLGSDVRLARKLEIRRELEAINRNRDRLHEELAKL
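Activity is normalized to no-enzyme wells (full inhibition) and 1.25 nM enzyme wells (no inhibition). Reaction: 0.5 mM F6P, 0.1 mM ATP, 45 min RT, ADP-Glo luminescence; concentration-response curves fitted and classed by quality.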
ELG1 DNA repair = ELG1-dependent DNA repair inhibition | Potency, µM (titrated, usually from 46.1 µM), for the others: at the top dose activity change, negative = inhibition, hits mostly inhibitors | HEK293T ELG1-luciferase reporter, luminescence, 16 h; DNA damage induced by 5-fluorouridine | 2.3% of 330,000 active | AID 504467; further: potency means the concentration at half of the fitted maximal effect; on the % scale 0 is the no-effect control and ±100 the full control effect; nearly all actives have a fitted effect of over 55% in size
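Step one: seed 2,000 cells per well. Step two: pin-transfer compound or DMSO alongside 5-fluorouridine. Step three: incubate 16 hr, 37 °C, 5% CO2. Step four: add ONE-Glo, wait 30 min, read luminescence.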
ELG1 genotoxic = genotoxicity induction in ELG1-luciferase HEK293T cells; HEK293T ELG1-luciferase reporter, luminescence, 16 h; Potency, µM (series often up to 46 µM), for inactives: top-dose activity change, positive = activation, most hits filed as activators; 1.3% of 330,000 active; further: potency means the concentration at half of the fitted maximal effect; % of control where 0% means no effect; nearly all actives have a fitted effect of over 60% in size
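Luminescence read-out: rising ELG1-luciferase signal, reflecting elevated ELG1 protein under genetic stress, flags genotoxic compounds. Cells were treated for 16 hr at 37 °C before ONE-Glo detection.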
NPC1 prom act = NPC1 promoter activation; Potency, µM (top dose mostly 9.22 µM), inactives show top-dose activation, usual class: activators; 2.4% of 320,000 active; Huh7 NPC1 promoter luciferase reporter, 24 h; AID 485313;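 further: potency means the concentration at half of the fitted maximal effect; % of control where 0% means no effect; nearly all actives have a fitted effect of over 60% in size; reporter is driven by a mutant NPC1 promoter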
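In 1536-well qHTS, Huh7 cells harboring an NPC1 promoter–luciferase construct received compound for 24 h; activation was quantified by luminescence following luciferase reagent addition.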
TRPV1 agonist = agonists of human vanilloid receptor 1 (TRPV1); 0.19% of 320,000 active; Q8NER1; TRPV1-expressing cells, Fluo-8 calcium influx, agonist mode; activation, % at 8.33 µM; AID 540275; in the data active means activation above about 80%; inconclusive means between about 30% and that limit; further: 0% is about no effect
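Fluo-8 calcium influx in TRPV1-expressing cells, kinetic read (ex 480/em 520 nm). Compound added and read 3 min for agonist activity, followed by capsaicin at EC20 final and 2 min further read for enhancement.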
BRCA1 expr act = increases BRCA1 expression. MCF7-BRCA1-FFLuc reporter, luminescence, 48 h; response scale: scaled: vehicle 0%, 10 µM genistein 100%. Potency, µM (top dose mostly 46.1 µM), for inactives: top-dose activation, hits mostly activators. 1.1% of 380,000 active. AID 624202; further: potency means the concentration at half of the fitted maximal effect; nearly all actives have a fitted effect of over 80% in size; some results filed as inactive show a strong effect at the top dose
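MCF7-BRCA1-FFLuc, 2000 cells/well; 2 h attach, 37 °C/5% CO2; compound 48 h; luciferase substrate 15 min; luminescence end-point. Norm. to genistein 10 microM max activation and DMSO; concentration-response curves fitted.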
RORg inh = blocks mouse ROR gamma transcriptional activity | Potency, µM (titrated, usually from 53.6 µM), inactives show top-dose activity change, negative = inhibition, actives largely listed as inhibitors | 5.4% of 310,000 active | Drosophila S2 Gal4-RORgamma UAS-luciferase reporter, 20 h | P51450; further: potency means the concentration at half of the fitted maximal effect; on the % scale 0 is the no-effect control and ±100 the full control effect; nearly all actives have a fitted effect of over 60% in size
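Stably transfected Drosophila Schneider cells are the test system, with ROR gamma fused to Gal4 and luciferase under UAS control; luminescence is read after 20 hr of 700 uM copper sulfate induction at ambient temperature.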
Gal4-VP16 FLuc = counter-screen for ROR gamma inhibitors: Gal4-VP16 reporter; Drosophila S2 Gal4-VP16 UAS-luciferase, luminescence, 20 h; Potency, µM (top dose mostly 53.6 µM), without a hit: top-dose activity, negative = inhibition, actives largely listed as inhibitors; 3.5% of 310,000 active; AID 2546;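 further: Gal4-VP16 expression switched on by copper sulfate through the metallothionein promoter; potency means the concentration at half of the fitted maximal effect; on the % scale 0 is the no-effect control and ±100 the full control effect; nearly all actives have a fitted effect of over 50% in size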
p53 reactivation = re-activators of mutant p53; H1299 p53-A138V BP100-luciferase reporter, luminescence, 24 h; Potency, µM (top dose mostly 92.2 µM), for inactives: top-dose activity change, positive = activation, hits mostly activators; 0.063% of 320,000 active; AID 504706; further: potency means the concentration at half of the fitted maximal effect; % of control where 0% means no effect; nearly all actives have a fitted effect of over 45% in size
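p53-null H1299 cells stably carrying temperature-sensitive p53-A138V and a BP100-luciferase reporter were pinned with compounds (4-point, 1:5 series) and held 24 hrs at 37 deg C. Luminescence was read 10 min after detection reagent.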
The depositor's hits bear a star; ? = inconclusive; . = no result given; [ ] = dose if it differs, or a comment. Unless noted, the call rests on the fitted dose curve; in most records, active means well fitted curve in the direction sought with a large enough effect; inconclusive means small, poorly fitted or top-dose-only effect, or another doubt; inactive means no such curve, though single readings can be large; an effect the other way counts as inactive or inconclusive.

| compound | FLuc modulator | Rab9 prom act | Tb PFK inh | ELG1 DNA repair | ELG1 genotoxic | NPC1 prom act | TRPV1 agonist | BRCA1 expr act | RORg inh | Gal4-VP16 FLuc | p53 reactivation |
| --- | --- | --- | --- | --- | --- | --- | --- | --- | --- | --- | --- |
| CCO[C@@H]1OC(C(=O)NCc2ccccc2)=C[C@H](c2csc3ccccc23)[C@H]1CCCO | -1% | -1% | -3% | 4% | 0% | -2% | 0 | -50% | 32% | -8% | -1% |
| Cc1cccc(NCc2ccc(O)c3ncccc23)c1C | -3% | -4% | 1% | 8% | -2% | -6% | -1 | -43% | 7.9µM* | ? | 6% |
| Cc1csc2nc(COC(=O)CNC(=O)c3ccc(Cl)cc3)cc(=O)n12 | -13% | -2% | -6% | 17% | 1% | 3% | 1 | -17% | . | . | 3% |
| COC(=O)C1=C(C)Nc2ncnn2C1c1ccc(OCc2ccccc2)cc1 (stereo not given) | 2% | -5% | -4% | 0% | -1% | -2% | 0 | -14% | -13% | -1% | 2% |
| O=C(NCc1cccs1)C1CCN(c2nc3ccccc3o2)CC1 | -3% | 3% | 2% | -3% | -3% | 2% | 25 | 21% | 31% | 1% | -23% |
| CCC(=O)NCc1c(Cl)cccc1-n1cccc1 | 0% | 0% | -4% | -10% | 3% | -3% | 1 | -5% | -25% | -1% | 1% |
| Fc1cccc(NC(=S)NNc2c3ccccc3nc3ccccc23)c1 | -13% | -21% | -3% | ? | -13% | -32%[inhibitor] | -8 | -69% | 10% | -12% | -2% |
| COc1ccc(OC(=O)C2CC(=O)N(c3ccc(C)cc3)C2)cc1 (stereo not given) | -3% | -5% | 3% | 0% | 2% | -1% | ? | 3% | -14% | -3% | 16% |
| CN1CCCN(C2C3CC4CC(C3)CC2C4)CC1 (stereo not given) | -1% | 0% | -2% | 0% | -3% | 0% | 1 | 15% | -43% | -28% | -2% |
| S=c1[nH]nc(Cc2cccs2)n1-c1cccc2ccccc12 | -14% | -10% | -6% | 13% | 2% | 1% | -3 | -1% | 4µM* | ? | -1% |
| CC(C)Nc1nc(NC(C)C)nc(Oc2ccc(/C=N/O)cc2)n1 | -5% | 13% | -4% | 11% | 0% | -3% | -1 | 10% | 22% | 10% | 0% |
| C=CCOc1ccc(/C=C2\SC(=S)N(C(C(=O)O)c3ccccc3)C2=O)cc1 (stereo not given) | 21µM* | -3% | 0% | -1% | -3% | 0% | 2 | 26% | 14% | -6% | 0% |
| O=C(NCC(=O)N1CCN(S(=O)(=O)c2ccc3c(c2)OCCO3)CC1)c1ccccc1Cl | -1% | -4% | 4% | 3% | -3% | -1% | 1 | 27% | . | . | -1% |
| CCOC(=O)c1sc(NC(=O)CCN2CCC(C)CC2)c(C(=O)OCC)c1C | -4% | 0% | 0% | 15% | 1% | -9% | -1 | -19% | -37% | 23% | 0% |
| Cc1onc(-c2ccccc2Cl)c1C(=O)NCC1CCCO1 (stereo not given) | 0% | -6% | 3% | ? | 1% | -4% | -2 | 1% | 3% | -3% | 0% |
| O=C(c1ccc(Cl)c([N+](=O)[O-])c1)N1CCN(c2ccccc2)CC1 | 2% | 5% | 1% | -21% | 15% | -2% | 1 | -36% | -4% | 27% | -1% |
| COc1ccc(-n2c(SCC(=O)N3CCCCC3)nc(O)cc2=O)cc1 | 1% | 8% | -7% | -3% | 5% | -1% | 2 | 0% | 26% | -7% | 8% |
| Nc1ncnc2c1ncn2[C@@H]1O[C@H](CNS(=O)(=O)c2ccc3c(c2)CCN(C(=O)C(F)(F)F)C3)[C@@H](O)[C@H]1O | . | . | -5% | 2% | 11% | . | . | -1% | . | . | -2% |
| O=C(NC(=S)Nc1ccc(Cl)c(C(=O)O)c1)c1ccco1 | -14% | 1% | 1% | 2% | 5% | 0% | 1 | -16% | 1% | -3% | 6% |
| COC(=O)C/C=C/[C@@H](C)[C@@H](/C=N/OCC[C@@H]1C=C[C@H](OC(C)=O)[C@@H](COC(C)=O)O1)NS(=O)(=O)c1ccc(C)cc1 | 5% | 0% | -5% | 0% | 0% | -1% | 5 | . | -3% | -5% | 10% |
| Cc1cc(C)c2[nH]c3nc(SCC(=O)O)nnc3c2c1 | ? | 10% | -4% | 2% | 4% | -3% | -4 | -26% | 16% | -6% | 7% |
| COc1ccc(NC(=S)NNc2ccc([N+](=O)[O-])cc2S(=O)(=O)Nc2ccc(C)cc2C)cc1 | ? | -5% | -12% | ? | -16% | 2% | -2 | -84%[inhibitor] | ? | -9% | 16% |
| CCCN(CC(=O)Nc1ccccc1C)C(=O)CC(NC(=O)c1ccccc1)c1ccccc1 (stereo not given) | 7% | -2% | -7% | ? | 2% | 0% | -9 | -18% | . | . | -8% |
| CCN(CC)CCCN(C(=O)c1ccco1)c1nc(-c2ccc(Cl)cc2)cs1 | 4% | -6% | 0% | 0% | 1% | -2% | 9 | 3% | -6% | -22% | . |
| COc1ccc(CCC(=O)N2CCN(S(=O)(=O)c3cccc(Cl)c3)CC2)cc1 | 1% | 3% | 16% | -20% | 0% | 1% | 4 | -14% | . | . | -5% |
| O=[N+]([O-])c1ccc2nc(-c3ccncc3)[nH]c2c1 | 17µM* | 28% | 2% | ? | ? | ? | 1 | ? | 22% | -7% | 8% |
| COc1cccc(-c2cc(C(F)(F)F)c(C#N)c(=O)[nH]2)c1 | ? | -1% | -4% | 4% | -3% | -6% | 0 | -8% | 17% | 1% | 5% |
| O=c1nc2n(c3ncccc13)CCC2 | 2% | 0% | 4% | -1% | 2% | -5% | -1 | 14% | -4% | -2% | 7% |
| Cc1ccc(C2CC(c3cccs3)=NN2C(=O)CSC2=NN3CCCC(=O)N=C3S2)cc1 (stereo not given) | 1% | -7% | -4% | -13% | -10% | -1% | 0 | -8% | -7% | 4% | 2% |
| CCOc1ccc(Oc2ccc(C(F)(F)F)cc2N)cc1 | ? | 8% | 1% | ? | 13% | 11% | 16 | 22% | ? | ? | ? |

Record cards (already shown):
`COc1ccc(CCC(=O)N2CCN(S(=O)(=O)c3cccc(Cl)c3)CC2)cc1` in the list: FLuc modulator: 1%; Rab9 prom act: 3%; Tb PFK inh: 16%; ELG1 DNA repair: -20%; ELG1 genotoxic: 0%; NPC1 prom act: 1%; TRPV1 agonist: 4; BRCA1 expr act: -14%; RORg inh: .; Gal4-VP16 FLuc: .; p53 reactivation: -5%
`CCOc1ccc(Oc2ccc(C(F)(F)F)cc2N)cc1` in the list: FLuc modulator: ?; Rab9 prom act: 8%; Tb PFK inh: 1%; ELG1 DNA repair: ?; ELG1 genotoxic: 13%; NPC1 prom act: 11%; TRPV1 agonist: 16; BRCA1 expr act: 22%; RORg inh: ?; Gal4-VP16 FLuc: ?; p53 reactivation: ?

Next part.
| compound | FLuc modulator | Rab9 prom act | Tb PFK inh | ELG1 DNA repair | ELG1 genotoxic | NPC1 prom act | TRPV1 agonist | BRCA1 expr act | RORg inh | Gal4-VP16 FLuc | p53 reactivation |
| --- | --- | --- | --- | --- | --- | --- | --- | --- | --- | --- | --- |
| O=C(NC1(C(F)(F)F)NC(=O)N(C2CCCCC2)C1=O)c1ccco1 (stereo not given) | 0% | -9% | -6% | 3% | -3% | -2% | 7 | -7% | -4% | 0% | 6% |
| COC(=O)CSc1nnc(COc2ccc([N+](=O)[O-])cc2)n1C | 1% | -2% | 1% | -4% | -3% | -2% | -1 | -2% | -2% | 2% | 1% |
| C/C(=N\Nc1nc(N)cc(Cl)n1)c1ccc(F)cc1 | ? | 25% | -7% | ? | 7% | 14% | -1 | 83% | -40% | ? | 3% |
| Cc1cc2cc(CNC(=O)CCC(=O)O)ccc2n1C | -12% | 6% | 3% | 0% | -6% | -2% | -12 | 16% | 0% | -1% | 4% |
| COc1ccc(-n2ncc3c(=O)n(CC(=O)OCc4ccccc4)cnc32)cc1 | 3% | -3% | -4% | 23% | ? | -2% | 3 | 3% | ? | 7% | 8% |
| CCOc1ccc(CN2CCN(c3ncnc4scc(-c5ccccc5)c34)CC2)cc1 | 3% | 1% | -6% | 21% | 0% | -1% | 3 | -23% | 30% | 14% | 1% |
| COc1cccc(NC2=NCC(=O)N2Cc2cccs2)c1 | 0% | 9% | 1% | 10% | 10% | 6% | 3 | -9% | 9% | -1% | 15% |
| Clc1ccc(CSc2nnc(-c3ccncc3)o2)cc1 | 5% | -4% | -18% | ? | -4% | -2% | 22 | 0%[1.84 µM] | -7% | 1% | 0% |
| O=C(O)c1nc2ccccc2nc1C(=O)O | 21µM* | -1% | 21% | ? | ? | -2% | 2 | 2% | 24% | 11% | ? |
| COc1cc(Br)ccc1C1CC(=O)C(C)C(c2ccc(Br)cc2OC)N1 (stereo not given) | -5% | -1% | -14% | ? | -3% | 0% | -1 | -6% | 44% | 4% | -4% |
| CCn1c(CCCOc2ccc(Cl)cc2Cl)nnc1SCC(=O)Nc1cc(F)ccc1C | 17µM* | 11% | -3% | ? | -2% | -5% | 3 | -13% | ? | -24% | ? |
